T cell modulator – modulators of CD8 T cell-vesicle binding, primary screen, mouse 2C CD8+ T cells, flow cytometry. 2C CD8+ T cell-vesicle binding; active compounds read low. calls only at 7 µM. 0.068% of 330,000 active. AID 2052, 2009;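 active means response, share of CD8 T cells binding vesicles, and their 90th percentile fluorescence all below set limits, cut at about 80% in these data, passing the limit was not always enough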
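Test system: purified 2C TCR transgenic mouse naive CD8+ T cells. Probe or stimulus: QL9-peptide-loaded Drosophila micro-vesicles bearing Ld, ICAM-1 and B7-1. Incubation: binding step 1.5 h, 37 °C, antibody labelling 20 min, ice. Measured by: flow cytometry of vesicle-bound cells.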
Yfh1-off respiration – enhancers of respiration in Yfh1-depleted yeast, dose response, Friedreich's ataxia, plus single-dose screen (AID 1465) | S. cerevisiae Yfh1-off respiration, WST-1 reduction, 72 h; higher fold induction means a stronger effect | one-dose fold induction at 50 µM; EC50 in µM for titrated hits | 0.074% of 220,000 active;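 active means fold induction of absorbance versus untreated yeast above a set limit, then at least 30% activation at any dose in follow-up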;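 further: activators that raise dye reduction in frataxin-depleted yeast; strong numbers were not always called active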
b-catenin transl – modulators of beta-catenin nuclear translocation, primary screen, imaging, HeLa cells, immunofluorescence, high-content | nuclear translocation activity, % at 5 µM | 0.3% of 190,000 active | AID 1665, 2009;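 active means nuclear translocation activity above 50% at 5 µM, with a well cell count of 50 or more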;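 further: per-cell ratio of nuclear to cytoplasmic median beta-catenin stain intensity; plate controls were DMSO negative control for no effect and GSK-3 inhibitor IX positive control for full effect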
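Assay system: human HeLa cells, native beta-catenin; doses: 5 µM primary, 0.02–20 µM confirmation; incubation: compound treatment 24 h, 37°C, 5% CO2; technique: fluorescence imaging of beta-catenin antibody stain plus DAPI; measure: % activation, nuclear-to-cytoplasmic median beta-catenin signal ratio per cell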
P. falciparum M1AAP – P. falciparum M1AAP inhibitors, biochemical, fluorogenic H-Leu-NHMec substrate, 1536-well (AID 1445) | one-dose inhibition, % at 30 µM; IC50 in µM for titrated hits | Aminopeptidase N (Plasmodium falciparum (isolate 3D7)) | recombinant M1AAP, H-Leu-NHMec fluorogenic kinetic assay; higher % means a stronger effect | 0.42% of 220,000 active;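 active means primary inhibition above the hit cutoff, then over 50% inhibition at one or more dose response concentrations, cut at about 23% in these data, passing the limit was not always enough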;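 further: plate controls were DMSO full reaction for no effect and no enzyme background for full effect; strong numbers were not always called active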
M17LAP inhibition – P. falciparum M17LAP inhibitors, primary screen, biochemical, fluorogenic H-Leu-NHMec substrate, 1536-well (AID 1619) | recombinant M17LAP, H-Leu-NHMec fluorogenic kinetic assay; higher % means a stronger effect | inhibition, % at 30 µM; hits with a dose series show IC50 in µM | 0.38% of 220,000 active;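 active means compound inhibiting the enzyme by more than half at any dose during confirmatory dose-response retesting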;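 further: plate controls were full reaction with DMSO carrier for no effect and no enzyme background for full effect; strong numbers were not always called active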
Dynein transport – inhibitors of GR-EGFP nuclear translocation, primary screen, dynein cargo transport inhibitor project, imaging, high-content, 3617.4 mouse cells. test concentration mostly 20 µM; stimulated with dexamethasone, 1 µM; active compounds read low. z-score, hits read low. 0.47% of 220,000 active. AID 1381, 2008;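 active means plate z-score of nuclear minus cytoplasmic receptor signal below a set negative limit, without overly bright fluorescence or cell loss, cut at about -3.5 in these data, passing the limit was not always enough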;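 further: z-score of nuclear minus cytoplasmic ring GR-EGFP intensity difference per well; some compounds called inactive have numbers as strong as hits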
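Also added – dexamethasone, 1.0 µM final · Buffer or medium – tet-free, stripped-serum medium · Schedule – induction 48 h, compound 1 h, agonist 30 min · Detection – formaldehyde fixation, Hoechst nuclear stain, 10x automated fluorescence imaging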
WT yeast gro inh – growth inhibition of WT strain, primary screen, mitochondrial fusion inhibitor project, WT and mutant strains, chemical genetic. inhibition, % at 10 µM. mitochondrial fusion phenotypic screen. 2.1% of 190,000 active; in the data active means inhibition above about 58%; tested in S. cerevisiae
MT stabilizer – microtubule stabilizers in HeLa cells, primary screen, imaging, high-content imaging; AID 2205, 2009; % tubulin-high responders, % at 10 µM; HeLa tubulin immunostaining HCS, 24 h; share of cells brighter than vehicle mean+2SD; 0.83% of 200,000 active;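 active means plate Z-score above 3 for both tubulin-high and condensed-nucleus cell shares, with cell loss under 80%, at 10 µM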;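 further: anti alpha tubulin signal scored within the nucleus-defined area of each cell; some results filed as inactive read as strong as hits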
Autophagy mod – autophagy modulators in MEF cells, primary screen, imaging, high-content, MEF GFP-LC3; MEF GFP-LC3 puncta imaging; test concentration mostly 10 µM; calls only at 10 µM (by protocol); 0.98% of 190,000 active;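 active means percentage of spot-positive cells more than 3 SD above its plate mean, without a fluorescence outlier flag or 80% toxicity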;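 further: spot-positive cell cutoff set from DMSO-treated cells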
WT yeast gro inh mutant strain – also measured in WT yeast gro inh; calls as there; inhibition, %; mitochondrial fusion phenotypic screen, mutant strain inhibition
Dynein transport cytoplasmic EGFP – also measured in Dynein transport; calls as there; z-score; measured here: cytoplasmic GR-EGFP intensity; active compounds read high
Dynein transport nuclear GR-EGFP – recorded beside Dynein transport, whose call it bears; z-score; measured here: nuclear GR-EGFP intensity;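 lower value marks the stronger effect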
Dynein transport cell count – second read-out of Dynein transport, no call of its own (marks repeat the call); z-score; measured here: cell count per field
b-catenin transl cell count 5 µM – recorded beside b-catenin transl, whose call it bears; cell count; measured here: cell count, cytotoxicity flag
T cell modulator vesicle-bound % – second read-out of T cell modulator, no call of its own (marks repeat the call); double positive events, %; measured here: CD8+ vesicle-bound cell fraction;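 binding gate set so that unloaded-vesicle control wells show 10% double positive cells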
MT stabilizer Hoechst-high % – also measured in MT stabilizer; calls as there; % Hoechst-high responders; measured here: nuclear condensation Hoechst responders;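 share of cells brighter than vehicle mean plus two SD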
MT stabilizer cytotoxicity % – also measured in MT stabilizer; calls as there; toxicity, %; measured here: cytotoxicity by cell density;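 0% = mean cell density of plate MIN control wells and 100% = no cells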
Autophagy mod cell loss 18 h – recorded beside Autophagy mod, whose call it bears; toxicity, %; measured here: cell loss, nuclei count;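 cell loss after 18 h compound exposure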
* = called active by the depositor. Rows were taken by chance; overall some 4.4% were active at least once.

The first 2 entries, to show the layout:
Results for COc1ccc2nc(C)[nH]c(=O)c2c1 ?
T cell modulator: inactive; Yfh1-off respiration: inactive; b-catenin transl: -6.4; P. falciparum M1AAP: 1%; M17LAP inhibition: 3%; Dynein transport: -0.14; MT stabilizer: 2.4; Autophagy mod: inactive; Dynein transport cytoplasmic EGFP: -0.14; Dynein transport nuclear GR-EGFP: -0.069; Dynein transport cell count: 0.57; b-catenin transl cell count 5 µM: 983; T cell modulator vesicle-bound %: 36; MT stabilizer Hoechst-high %: 1.8; MT stabilizer cytotoxicity %: 5.8; Autophagy mod cell loss 18 h: -24

How did COCCn1c(=NC(=O)c2ccc(S(=O)(=O)N3CCc4ccccc4C3)cc2)sc2cc(S(N)(=O)=O)ccc21 do in these assays?
T cell modulator: inactive; Yfh1-off respiration: inactive; b-catenin transl: -5.2; P. falciparum M1AAP: 12%; M17LAP inhibition: -27%; Dynein transport: -0.94; WT yeast gro inh: -2; MT stabilizer: 2.6; Autophagy mod: inactive; WT yeast gro inh mutant strain: -20; Dynein transport cytoplasmic EGFP: -0.065; Dynein transport nuclear GR-EGFP: 0.28; Dynein transport cell count: 1.1; b-catenin transl cell count 5 µM: 600; T cell modulator vesicle-bound %: 49; MT stabilizer Hoechst-high %: 2.6; MT stabilizer cytotoxicity %: 7.2; Autophagy mod cell loss 18 h: 15

The list itself, repeating the preview:
Results for COc1ccc2nc(C)[nH]c(=O)c2c1 ?
T cell modulator: inactive; Yfh1-off respiration: inactive; b-catenin transl: -6.4; P. falciparum M1AAP: 1%; M17LAP inhibition: 3%; Dynein transport: -0.14; MT stabilizer: 2.4; Autophagy mod: inactive; Dynein transport cytoplasmic EGFP: -0.14; Dynein transport nuclear GR-EGFP: -0.069; Dynein transport cell count: 0.57; b-catenin transl cell count 5 µM: 983; T cell modulator vesicle-bound %: 36; MT stabilizer Hoechst-high %: 1.8; MT stabilizer cytotoxicity %: 5.8; Autophagy mod cell loss 18 h: -24

How did COCCn1c(=NC(=O)c2ccc(S(=O)(=O)N3CCc4ccccc4C3)cc2)sc2cc(S(N)(=O)=O)ccc21 do in these assays?
T cell modulator: inactive; Yfh1-off respiration: inactive; b-catenin transl: -5.2; P. falciparum M1AAP: 12%; M17LAP inhibition: -27%; Dynein transport: -0.94; WT yeast gro inh: -2; MT stabilizer: 2.6; Autophagy mod: inactive; WT yeast gro inh mutant strain: -20; Dynein transport cytoplasmic EGFP: -0.065; Dynein transport nuclear GR-EGFP: 0.28; Dynein transport cell count: 1.1; b-catenin transl cell count 5 µM: 600; T cell modulator vesicle-bound %: 49; MT stabilizer Hoechst-high %: 2.6; MT stabilizer cytotoxicity %: 7.2; Autophagy mod cell loss 18 h: 15

How did COc1ccc2cnn(-c3ccc(C)cc3)c(=O)c2c1OC do in these assays?
T cell modulator: inactive; Yfh1-off respiration: inactive; P. falciparum M1AAP: 3%; M17LAP inhibition: 18%; Dynein transport: -0.27; WT yeast gro inh: -3; MT stabilizer: 1.6; Autophagy mod: inactive; WT yeast gro inh mutant strain: 14; Dynein transport cytoplasmic EGFP: 0.45; Dynein transport nuclear GR-EGFP: -0.3; Dynein transport cell count: 1.3; T cell modulator vesicle-bound %: 65; MT stabilizer Hoechst-high %: 1.2; MT stabilizer cytotoxicity %: 22; Autophagy mod cell loss 18 h: 4

What do the screens show for `CC(=O)c1ccc(N2CCN(C(=S)Nc3cccc(F)c3)CC2)cc1`?
T cell modulator: inactive; Yfh1-off respiration: inactive; b-catenin transl: 0.0; P. falciparum M1AAP: 4%; M17LAP inhibition: 10%; Dynein transport: -1; WT yeast gro inh: -1; MT stabilizer: 1.7; Autophagy mod: inactive; WT yeast gro inh mutant strain: -3; Dynein transport cytoplasmic EGFP: -0.21; Dynein transport nuclear GR-EGFP: -0.52; Dynein transport cell count: 0.75; b-catenin transl cell count 5 µM: 1357; T cell modulator vesicle-bound %: 7; MT stabilizer Hoechst-high %: 1.6; MT stabilizer cytotoxicity %: 6.1; Autophagy mod cell loss 18 h: 27

How did C=CCc1cc(/C=C2/NC(=O)NC2=O)cc(OCC)c1O do in these assays?
T cell modulator: inactive; Yfh1-off respiration: inactive; P. falciparum M1AAP: 13%; M17LAP inhibition: 14%; Dynein transport: -0.62; WT yeast gro inh: -17; MT stabilizer: 3.6; Autophagy mod: inactive; WT yeast gro inh mutant strain: 3; Dynein transport cytoplasmic EGFP: -0.3; Dynein transport nuclear GR-EGFP: -0.28; Dynein transport cell count: 0.64; T cell modulator vesicle-bound %: 10; MT stabilizer Hoechst-high %: 3.9; MT stabilizer cytotoxicity %: 4.6; Autophagy mod cell loss 18 h: 12

What do the screens show for `COc1cccc(N2CCN(C3OC(=O)c4ccccc43)CC2)c1` (stereo unspecified)?
T cell modulator: inactive; Yfh1-off respiration: inactive; b-catenin transl: 3.2; P. falciparum M1AAP: 15%; M17LAP inhibition: 20%; Dynein transport: -0.14; WT yeast gro inh: -19; MT stabilizer: 1.6; Autophagy mod: inactive; WT yeast gro inh mutant strain: -6; Dynein transport cytoplasmic EGFP: -0.12; Dynein transport nuclear GR-EGFP: -0.066; Dynein transport cell count: 0.6; b-catenin transl cell count 5 µM: 1141; T cell modulator vesicle-bound %: 55; MT stabilizer Hoechst-high %: 1.8; MT stabilizer cytotoxicity %: 10; Autophagy mod cell loss 18 h: -9

How did COc1ccc2nc(Nc3nc4cc5c(cc4s3)OCCO5)sc2c1 do in these assays?
T cell modulator: inactive; Yfh1-off respiration: inactive; b-catenin transl: 0.4; P. falciparum M1AAP: 8%; M17LAP inhibition: -52%; Dynein transport: -0.21; WT yeast gro inh: 8; MT stabilizer: 2.2; Autophagy mod: inactive; WT yeast gro inh mutant strain: 6; Dynein transport cytoplasmic EGFP: -0.24; Dynein transport nuclear GR-EGFP: 0.28; Dynein transport cell count: 0.4; b-catenin transl cell count 5 µM: 1189; T cell modulator vesicle-bound %: 48; MT stabilizer Hoechst-high %: 5.1; MT stabilizer cytotoxicity %: 8.7; Autophagy mod cell loss 18 h: -12

How did Cc1c(/C=N\NC(=O)c2c[nH]c3ccccc23)cnn1C do in these assays?
T cell modulator: inactive; Yfh1-off respiration: inactive; b-catenin transl: -5.2; P. falciparum M1AAP: 0%; M17LAP inhibition: 2%; Dynein transport: 1.2; WT yeast gro inh: -17; MT stabilizer: 2.2; Autophagy mod: inactive; WT yeast gro inh mutant strain: 16; Dynein transport cytoplasmic EGFP: -0.22; Dynein transport nuclear GR-EGFP: 1; Dynein transport cell count: -0.88; b-catenin transl cell count 5 µM: 1095; T cell modulator vesicle-bound %: 58; MT stabilizer Hoechst-high %: 3.2; MT stabilizer cytotoxicity %: 11; Autophagy mod cell loss 18 h: 0

What do the screens show for `N/C(=N\OC(=O)COc1cc(Cl)c(Cl)cc1Cl)c1ccncc1`?
T cell modulator: inactive; Yfh1-off respiration: inactive; b-catenin transl: 1.7; P. falciparum M1AAP: -4%; M17LAP inhibition: -6%; Dynein transport: -0.13; WT yeast gro inh: 1; MT stabilizer: 2.1; Autophagy mod: inactive; WT yeast gro inh mutant strain: -10; Dynein transport cytoplasmic EGFP: -0.31; Dynein transport nuclear GR-EGFP: 0.13; Dynein transport cell count: 0.41; b-catenin transl cell count 5 µM: 846; T cell modulator vesicle-bound %: 51; MT stabilizer Hoechst-high %: 1.3; MT stabilizer cytotoxicity %: 10; Autophagy mod cell loss 18 h: -1

What do the screens show for `O=C(CSc1ccc2c(c1)OCCO2)NCc1ccccc1`?
T cell modulator: inactive; Yfh1-off respiration: inactive; b-catenin transl: -2.3; P. falciparum M1AAP: 7%; M17LAP inhibition: 4%; Dynein transport: 1.5; MT stabilizer: 1.7; Autophagy mod: inactive; Dynein transport cytoplasmic EGFP: -0.14; Dynein transport nuclear GR-EGFP: 1.8; Dynein transport cell count: -2.6; b-catenin transl cell count 5 µM: 1079; T cell modulator vesicle-bound %: 49; MT stabilizer Hoechst-high %: 3.1; MT stabilizer cytotoxicity %: 8.3; Autophagy mod cell loss 18 h: 5

How did CCOc1ccc(C(CC(=O)O)NC(=O)C2c3ccccc3Oc3ccccc32)cc1 (stereo unspecified) do in these assays?
T cell modulator: inactive; Yfh1-off respiration: inactive; b-catenin transl: -2.5; P. falciparum M1AAP: -5%; M17LAP inhibition: 20%; Dynein transport: 0.47; WT yeast gro inh: 21; MT stabilizer: 6.3; Autophagy mod: inactive; WT yeast gro inh mutant strain: 6; Dynein transport cytoplasmic EGFP: -0.27; Dynein transport nuclear GR-EGFP: 0.13; Dynein transport cell count: 0.15; b-catenin transl cell count 5 µM: 1136; T cell modulator vesicle-bound %: 48; MT stabilizer Hoechst-high %: 2.3; MT stabilizer cytotoxicity %: 2.5; Autophagy mod cell loss 18 h: -13

Compound activity: PubChem BioAssay, several laboratories
